AID2073: inhibitors of Mint1-CaV2.2 protein interaction, biochemical, HTRF (AID 2073) | HTRF protein-protein interaction, Mint1-CaV2.2; higher % means a stronger effect | one-dose inhibition, % at 20 µM; IC50 in µM for titrated hits | hit rate 0.19% among 290,000; in the data active = inhibition mostly above about 51%, no sharp cut-off; note: some results filed as inactive read as strong as hits
GPR55 beta-arrestin: selective activators of receptor GPR55 – imaging, U2OS cells, beta-arrestin-GFP redistribution, primary screen (AID 1961). U2OS GPR55 beta-arrestin-GFP redistribution imaging; higher % means a stronger effect. activation, % at 10 µM; hits with a dose series show EC50 in µM. hit rate 0.048% among 290,000;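 active = activation above 40% with more than 50 cells counted in the well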;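 note: U2OS osteosarcoma cells stably expressing GPR55 and beta-arrestin-GFP; plate controls were DMSO negative control for no effect and LPI positive control for full effect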
Dynein cargo inh: blocks dynein driven cargo transport along microtubules. z-score, hits read low. 3617.4 mouse cells, GR-EGFP nuclear translocation imaging; test concentration mostly 20 µM; stimulated with dexamethasone, 1 µM; hits give low values. hit rate 0.47% among 220,000;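 active = plate z-score of nuclear minus cytoplasmic receptor signal below a set negative limit, without overly bright fluorescence or cell loss, cut at about -3.5 in these data, passing the limit was not always enough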;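 note: z-score of nuclear minus cytoplasmic ring GR-EGFP intensity difference per well; some compounds called inactive have numbers as strong as hits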
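Buffer or medium: tet-free, stripped-serum medium; reagent: dexamethasone at 1.0 µM final, 30 min; incubation: 48 h induction, 1 h compound, 30 min dex at 37 °C; measured by: formaldehyde fixation, Hoechst nuclear stain, 10x automated fluorescence imaging; read-out: nuclear-to-cytoplasmic GR-EGFP distribution per well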
M17LAP inhibition: P. falciparum M17LAP inhibitors, primary screen, biochemical, fluorogenic H-Leu-NHMec substrate, 1536-well (AID 1619) | recombinant M17LAP, H-Leu-NHMec fluorogenic kinetic assay; higher % means a stronger effect | one-dose inhibition, % at 30 µM; IC50 in µM for titrated hits | hit rate 0.38% among 220,000;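 active = compound inhibiting the enzyme by more than half at any dose during confirmatory dose-response retesting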;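 note: plate controls were full reaction with DMSO carrier for no effect and no enzyme background for full effect; strong numbers were not always called active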
KOR beta-arrestin-1: KOR antagonists, beta-arrestin recruitment, cell-based, luminescence, uHTS (AID 1778); KOR beta-arrestin recruitment, luminescence, antagonist mode; higher % means a stronger effect; one-dose inhibition, % at 10 µM; IC50 in µM for titrated hits; hit rate 0.091% among 290,000; note: strong numbers were not always called active
KOR beta-arrestin-2: kappa opioid receptor activators – cell-based, luminescence, uHTS, primary screen (AID 1777) | KOR beta-arrestin recruitment, luminescence; higher % means a stronger effect | activation, % at 10 µM, or EC50 in µM where a hit was titrated | hit rate 0.02% among 280,000; in the data active = activation above about 50%, passing the limit was not always enough; note: a part of the inactive calls stands beside numbers as strong as those of hits
NOD2 inhibition: NOD2 signaling inhibitors, cell-based, luminescence, uHTS, HEK293 (AID 1566); HEK293 NOD2/NF-kB luciferase reporter, luminescence; higher % means a stronger effect; inhibition, % at 4 µM, or EC50 in µM where a hit was titrated; hit rate 0.63% among 290,000; note: many of its hits are not listed in these tables
NOD1 NF-kB reporter: inhibition of NOD1-driven NF-kB reporter – cell-based, luminescence, uHTS, primary screen (AID 1578). NOD1-driven NF-kB luciferase reporter cells, luminescence; higher % means a stronger effect. inhibition, % at 4 µM, or EC50 in µM where a hit was titrated. hit rate 1% among 290,000; in the data active = inhibition mostly above about 36%, no sharp cut-off; inactive = mostly below about 34%;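 note: HEK-293T reporter cells stimulated with the NOD1 agonist gamma-tri-DAP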
P. falciparum M1AAP: malaria alanyl aminopeptidase activity blockers – biochemical, fluorogenic H-Leu-NHMec substrate, 1536-well (AID 1445); recombinant M1AAP, H-Leu-NHMec fluorogenic kinetic assay; higher % means a stronger effect; inhibition, % at 30 µM, or IC50 in µM where a hit was titrated; hit rate 0.42% among 220,000;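 active = primary inhibition above the hit cutoff, then over 50% inhibition at one or more dose response concentrations, cut at about 23% in these data, passing the limit was not always enough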;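 note: plate controls were DMSO full reaction for no effect and no enzyme background for full effect; strong numbers were not always called active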
Dynein cargo inh cytoplasmic EGFP: further read-out of Dynein cargo inh, marked with its call; z-score; measured here: cytoplasmic GR-EGFP intensity; hits give high values
Dynein cargo inh nuclear GR-EGFP: also measured in Dynein cargo inh; calls as there; z-score; measured here: nuclear GR-EGFP intensity;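 lower value marks the stronger effect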
Dynein cargo inh cell count: further read-out of Dynein cargo inh, marked with its call; z-score; measured here: cell count per field
* hit, by the source's call; [ ] = remark or other dose. Cut-off read from the data, not from the text of the source, unless noted: active = inhibition above about 50%; inactive = the rest. Not all compounds are listed. The share of hits here may be higher or lower than overall.

For CCN(CCNC(=O)C1CCN(S(=O)(=O)c2cccc3cccnc23)CC1)c1ccccc1 the results were AID2073 -12.6%, GPR55 beta-arrestin -0.1%, Dynein cargo inh 1.22, M17LAP inhibition -1.9%, KOR beta-arrestin-1 -48.9%, KOR beta-arrestin-2 -6.1%, NOD2 inhibition -32.9%, NOD1 NF-kB reporter 66.1%, P. falciparum M1AAP 10.7%, Dynein cargo inh cytoplasmic EGFP -0.14, Dynein cargo inh nuclear GR-EGFP 0.932 and Dynein cargo inh cell count -0.281.
For CC(C)(C)NC(=O)CN(Cc1cccs1)C(=O)CNS(=O)(=O)c1ccc(F)cc1 the results were AID2073 -14.0%, GPR55 beta-arrestin -0.1%, Dynein cargo inh 0.156, M17LAP inhibition 13.0%, KOR beta-arrestin-1 -22.0%[20 µM], NOD2 inhibition -22.8%, NOD1 NF-kB reporter -41.0%, P. falciparum M1AAP 1.5%, Dynein cargo inh cytoplasmic EGFP -0.15, Dynein cargo inh nuclear GR-EGFP 0.377 and Dynein cargo inh cell count -1.05.
`CCOC(=O)C1=C(C)C2C3C(=O)N(c4cc(C)ccc4C)C(=O)C3C1(C)C1C(=O)N(c3cc(C)ccc3C)C(=O)C21` (stereo not drawn) gave AID2073 16.6%, GPR55 beta-arrestin 0.1%, Dynein cargo inh -0.0651, M17LAP inhibition 3.1%, KOR beta-arrestin-1 25.3%, KOR beta-arrestin-2 5.7%, NOD2 inhibition 18.7%, NOD1 NF-kB reporter -12.5%, P. falciparum M1AAP -1.5%, Dynein cargo inh cytoplasmic EGFP -0.248, Dynein cargo inh nuclear GR-EGFP 0.00194 and Dynein cargo inh cell count 0.221.
Screening C=CCNC(=O)c1ccc(CN2CCC(Cc3ccccc3)CC2)cc1 returned AID2073 -6.8%, GPR55 beta-arrestin -0.2%, KOR beta-arrestin-1 7.3%, KOR beta-arrestin-2 -2.7%, NOD2 inhibition -19.3% and NOD1 NF-kB reporter -4.6%.
`COCCn1cnc2c1c(=O)n(CC(=O)NN)c(=O)n2Cc1ccccc1` gave AID2073 7.2%, GPR55 beta-arrestin 0.0%, KOR beta-arrestin-1 -12.0%, KOR beta-arrestin-2 -5.3%, NOD2 inhibition 4.8% and NOD1 NF-kB reporter -2.8%.
`COC(=O)c1c(NC(=O)c2ccco2)sc2c1CCC2` gave AID2073 7.0%, GPR55 beta-arrestin -0.1%, Dynein cargo inh -0.131, M17LAP inhibition 3.4%, KOR beta-arrestin-1 -20.9%, KOR beta-arrestin-2 5.1%, NOD2 inhibition 16.7%, NOD1 NF-kB reporter 24.1%, P. falciparum M1AAP 8.2%, Dynein cargo inh cytoplasmic EGFP -0.212, Dynein cargo inh nuclear GR-EGFP -0.465 and Dynein cargo inh cell count 0.348.
COc1ccccc1N1CCN(C(=O)Cn2nc(C(F)(F)F)c3c2CCC3)CC1 was read as AID2073 -8.4%, GPR55 beta-arrestin -0.1%, Dynein cargo inh 0.396, M17LAP inhibition 2.9%, KOR beta-arrestin-1 3.2%, KOR beta-arrestin-2 -3.6%, NOD2 inhibition 0.5%, NOD1 NF-kB reporter -20.3%, P. falciparum M1AAP -1.6%, Dynein cargo inh cytoplasmic EGFP -0.162, Dynein cargo inh nuclear GR-EGFP 0.219 and Dynein cargo inh cell count 0.802.
For Cn1c(NCc2cccnc2)nc2c1c(=O)n(Cc1ccccc1F)c(=O)n2C the results were AID2073 -6.2%, GPR55 beta-arrestin -0.1%, Dynein cargo inh 0.973, M17LAP inhibition 2.2%, KOR beta-arrestin-1 -18.0%, KOR beta-arrestin-2 -0.3%, NOD2 inhibition 10.8%, P. falciparum M1AAP 14.5%, Dynein cargo inh cytoplasmic EGFP -0.2, Dynein cargo inh nuclear GR-EGFP 0.424 and Dynein cargo inh cell count -0.585.
O=C(C1=C(O)C(=O)N(Cc2ccccc2)C1c1ccco1)c1ccco1 (stereo not drawn) was read as AID2073 7.7%, GPR55 beta-arrestin -2.0%, Dynein cargo inh 2.3, M17LAP inhibition 41.9%, KOR beta-arrestin-1 -19.3%, KOR beta-arrestin-2 4.9%, NOD2 inhibition -3.5%, NOD1 NF-kB reporter -29.5%, P. falciparum M1AAP 14.6%, Dynein cargo inh cytoplasmic EGFP 0.0445, Dynein cargo inh nuclear GR-EGFP 0.751 and Dynein cargo inh cell count -1.89.
For Cc1nn(-c2ccc(F)cc2)c2sc(C(=O)N3CCCCCC3)cc12 the results were AID2073 6.6%, GPR55 beta-arrestin 0.1%, Dynein cargo inh 1.4, M17LAP inhibition 4.8%, KOR beta-arrestin-1 22.5%, KOR beta-arrestin-2 2.3%, NOD2 inhibition -21.0%, NOD1 NF-kB reporter -26.1%, P. falciparum M1AAP -1.1%, Dynein cargo inh cytoplasmic EGFP -0.219, Dynein cargo inh nuclear GR-EGFP 1.51 and Dynein cargo inh cell count 0.23.
Screening O=S1(=O)c2ccccc2C(CCO)N1Cc1ccccc1 (stereo not drawn) returned AID2073 -5.3%, GPR55 beta-arrestin 0.0%, Dynein cargo inh -0.469, M17LAP inhibition -5.0%, KOR beta-arrestin-1 26.3%, KOR beta-arrestin-2 -4.0%, NOD2 inhibition 5.8%, NOD1 NF-kB reporter 0.2%, P. falciparum M1AAP 3.3%, Dynein cargo inh cytoplasmic EGFP -0.759, Dynein cargo inh nuclear GR-EGFP -0.27 and Dynein cargo inh cell count 0.3.
CC(C)Cn1c(CCNC(=O)c2ccco2)nc2ccccc21 was read as AID2073 3.1%, GPR55 beta-arrestin -0.2%, KOR beta-arrestin-1 -11.2%, KOR beta-arrestin-2 0.5%, NOD2 inhibition 0.6% and NOD1 NF-kB reporter -77.5%.
For CCSc1nsc(NC(=O)Nc2ccc(F)cc2F)n1 the results were AID2073 3.0%, GPR55 beta-arrestin 0.4%, KOR beta-arrestin-1 -6.3%, KOR beta-arrestin-2 1.4%, NOD2 inhibition -5.0% and NOD1 NF-kB reporter 26.0%.
For O=Cc1cc2cc3c(cc2nc1Cl)OCCO3 the results were AID2073 4.2%, GPR55 beta-arrestin 0.4%, Dynein cargo inh -1.21, M17LAP inhibition 4.2%, KOR beta-arrestin-1 -25.3%, KOR beta-arrestin-2 1.6%, NOD2 inhibition -24.8%, NOD1 NF-kB reporter -6.4%, P. falciparum M1AAP 5.8%, Dynein cargo inh cytoplasmic EGFP -0.252, Dynein cargo inh nuclear GR-EGFP -0.0199 and Dynein cargo inh cell count 0.0751.
`Cc1ccc2nc(SC(C)C(=O)NCc3ccc4c(c3)OCO4)[nH]c2c1` (stereo not drawn) gave AID2073 8.2%, GPR55 beta-arrestin -0.2%, Dynein cargo inh -0.323, M17LAP inhibition -1.6%, KOR beta-arrestin-1 -6.5%, KOR beta-arrestin-2 -2.7%, NOD2 inhibition 13.7%, NOD1 NF-kB reporter 2.8%, P. falciparum M1AAP 3.3%, Dynein cargo inh cytoplasmic EGFP -0.176, Dynein cargo inh nuclear GR-EGFP -0.114 and Dynein cargo inh cell count 0.0757.
`O=C(c1ccc(N2CCCCC2)c([N+](=O)[O-])c1)N1CCN(c2ccccn2)CC1` gave AID2073 -6.3%, GPR55 beta-arrestin 0.1%, Dynein cargo inh 2.1, M17LAP inhibition -8.5%, KOR beta-arrestin-1 11.6%, KOR beta-arrestin-2 -1.2%, NOD2 inhibition 3.6%, NOD1 NF-kB reporter -29.3%, P. falciparum M1AAP 0.5%, Dynein cargo inh cytoplasmic EGFP -0.275, Dynein cargo inh nuclear GR-EGFP 1.13 and Dynein cargo inh cell count -0.364.
`O=C(/C=C/c1ccc(F)cc1)NCc1cccs1` gave AID2073 6.6%, GPR55 beta-arrestin 0.6%, Dynein cargo inh -0.763, M17LAP inhibition 0.0%, KOR beta-arrestin-1 2.3%, KOR beta-arrestin-2 8.5%, NOD2 inhibition -33.9%, NOD1 NF-kB reporter -54.7%, P. falciparum M1AAP -0.9%, Dynein cargo inh cytoplasmic EGFP -0.219, Dynein cargo inh nuclear GR-EGFP -0.287 and Dynein cargo inh cell count 1.12.
Screening CC(C)(C)C(=O)NC1CC2CCCC(C1)N2C(=O)Nc1ccccc1F (stereo not drawn) returned AID2073 5.6%, GPR55 beta-arrestin -0.2%, KOR beta-arrestin-1 8.3%[20 µM], KOR beta-arrestin-2 0.9%, NOD2 inhibition 4.9% and NOD1 NF-kB reporter 8.6%.
O=C(CCN1C(=O)/C(=C/c2ccc(F)cc2)SC1=S)NCCc1ccc(O)cc1 was read as AID2073 42.3%, GPR55 beta-arrestin 0.7%, KOR beta-arrestin-1 -11.8%, KOR beta-arrestin-2 -1.6%, NOD2 inhibition 10.3% and NOD1 NF-kB reporter 12.3%.
CCS(=O)(=O)Nc1ccc(C2=NN(S(=O)(=O)CC)C(c3cccs3)C2)cc1 (stereo not drawn) was read as AID2073 8.5%, GPR55 beta-arrestin -0.2%, KOR beta-arrestin-1 -17.3%, KOR beta-arrestin-2 0.4%, NOD2 inhibition 12.3% and NOD1 NF-kB reporter -18.0%.
For CC1(c2ccc([N+](=O)[O-])cc2)Nc2ccccc2S1 (stereo not drawn) the results were AID2073 8.6%, GPR55 beta-arrestin 0.8%, KOR beta-arrestin-1 -2.7%, KOR beta-arrestin-2 2.6%, NOD2 inhibition -108.2% and NOD1 NF-kB reporter -12.6%.
`COCCCNC(=O)C1CCC(=O)N(c2ccc3c(c2)OCO3)C1c1ccc(OC)cc1` (stereo not drawn) gave AID2073 8.5%, GPR55 beta-arrestin 0.4%, KOR beta-arrestin-1 -2.1%, KOR beta-arrestin-2 -6.0%, NOD2 inhibition 12.2% and NOD1 NF-kB reporter -4.9%.
O=C(Nc1ccc(Cl)c(Cl)c1)Oc1ccc(NC(=O)c2ccco2)cc1 was read as AID2073 -11.8%, GPR55 beta-arrestin -0.1%, Dynein cargo inh -0.638, M17LAP inhibition -0.9%, KOR beta-arrestin-1 -5.6%, KOR beta-arrestin-2 2.2%, NOD2 inhibition -6.2%, NOD1 NF-kB reporter 1.7%, P. falciparum M1AAP 12.2%, Dynein cargo inh cytoplasmic EGFP -0.292, Dynein cargo inh nuclear GR-EGFP 0.322 and Dynein cargo inh cell count 0.426.

Compound activity deposited in PubChem by several laboratories.
